From PubChem BioAssay
TNF necrop inh: inhibitors of TNF-alpha triggered necroptosis, primary screen, cell-based, Jurkat FADD-/-, single concentration; Jurkat FADD-/- TNF necroptosis rescue, ATP luminescence, 24 h; 0 = TNF only, 100 = no-TNF cells; activation (protection from cell death), % at 10 µM; 220,000 tested, 0.068% active; AID 463075, 2010;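 active means activation, meaning protection from cell death, of at least 50% relative to plate controls; inactive means activation below 50%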;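 further: necroptosis triggered by 40 ng/mL TNF-alpha added together with compound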
m-calpain inh: inhibitors of pig calpain II, primary screen, biochemical, fluorogenic peptide substrate, 1536-well. inhibition, % at 16 µM. purified calpain II, 30 min. 220,000 tested, 0.37% active;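 active means inhibition above about 50%, limit read from the data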
MDM2 E3 inh: MDM2-luciferase reporter signal enhancers, primary screen, MDM2 E3 ligase inhibitor project, cell-based, luminescence, 1536-well | signal enhancement, % at 5 µM | 210,000 tested, 0.11% active | cell-based MDM2 ubiquitination luciferase reporter, 2 h; 0 = plate control, 100 = twice control, blank-subtracted;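 active means signal enhancement of 30% or more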;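 further: luminescence tracks abundance of the self-degrading MDM2-luciferase fusion protein; higher signal means inhibition of MDM2 E3 ligase activity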
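Test system: mammalian cells stably expressing self-ubiquitinating, self-degrading MDM2 E3–luciferase fusion; Amount: 2000 cells in each well; Medium: DMEM; Schedule: 4 h settle plus 2 h compound, 37 °C; Technique: SteadyLite luciferase luminescence after 15 min room-temperature reagent incubation; Benchmarks: plate control and blank wells.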
KCC2 mod: KCC2 cotransporter modulators, thallium flux, primary screen, cell-based, HEK293 KCC2, FluoZin-2 fluorescence, MLSMR. Solute carrier family 12 member 5 (Homo sapiens), Q9H2X9. KCC2 cells, thallium flux FluoZin-2 fluorescence. B-score of Tl+ flux slope (higher = more flux/activation; lower = inhibition) at 10 µM. 190,000 tested, 2.2% active;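 active means thallium flux slope and its plate-corrected score both differing from the plate sample mean at a set confidence after two filtering rounds, in either direction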;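 further: slope of fluorescence scaled to starting intensity during 10 to 20 s after thallium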
Target sequence (Q9H2X9 whole entry, looked up): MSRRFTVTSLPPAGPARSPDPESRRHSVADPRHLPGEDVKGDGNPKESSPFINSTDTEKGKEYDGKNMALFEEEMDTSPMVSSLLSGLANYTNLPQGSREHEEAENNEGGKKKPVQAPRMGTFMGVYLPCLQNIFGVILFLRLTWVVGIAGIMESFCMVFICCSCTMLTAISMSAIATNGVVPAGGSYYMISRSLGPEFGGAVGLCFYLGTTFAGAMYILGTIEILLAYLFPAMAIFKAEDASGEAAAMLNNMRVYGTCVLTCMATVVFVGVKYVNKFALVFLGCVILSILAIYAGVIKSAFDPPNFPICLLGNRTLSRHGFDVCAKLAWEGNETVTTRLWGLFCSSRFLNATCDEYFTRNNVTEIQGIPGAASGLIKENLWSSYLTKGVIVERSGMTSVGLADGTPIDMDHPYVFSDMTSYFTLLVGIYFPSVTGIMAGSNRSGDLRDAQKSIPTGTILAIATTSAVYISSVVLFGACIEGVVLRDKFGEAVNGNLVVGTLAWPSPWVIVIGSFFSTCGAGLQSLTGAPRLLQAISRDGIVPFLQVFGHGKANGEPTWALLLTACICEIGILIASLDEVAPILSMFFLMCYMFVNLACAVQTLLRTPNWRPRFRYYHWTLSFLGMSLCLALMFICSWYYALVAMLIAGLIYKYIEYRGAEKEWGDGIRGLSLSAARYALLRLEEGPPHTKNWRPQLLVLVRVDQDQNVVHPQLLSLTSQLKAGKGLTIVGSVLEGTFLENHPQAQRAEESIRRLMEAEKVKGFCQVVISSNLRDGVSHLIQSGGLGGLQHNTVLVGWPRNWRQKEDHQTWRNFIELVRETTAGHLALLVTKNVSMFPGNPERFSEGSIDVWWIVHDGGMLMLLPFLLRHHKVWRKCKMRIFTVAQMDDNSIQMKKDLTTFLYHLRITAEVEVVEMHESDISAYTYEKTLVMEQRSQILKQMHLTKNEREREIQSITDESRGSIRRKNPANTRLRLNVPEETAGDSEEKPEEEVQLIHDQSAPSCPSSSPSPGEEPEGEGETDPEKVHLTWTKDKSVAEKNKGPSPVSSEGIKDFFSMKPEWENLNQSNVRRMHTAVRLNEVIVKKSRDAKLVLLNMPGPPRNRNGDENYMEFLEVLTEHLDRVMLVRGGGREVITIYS
zVAD death inh: inhibitors of zVAD-triggered necroptosis, primary screen, L929 cells; viability rescue, % at 10 µM; AID 1377, 2008; 220,000 tested, 0.38% active; L929 zVAD necroptosis rescue, ATP luminescence, 24 h; with zVAD 60 µM;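 active means activation, scaled between plate controls, above about 75%, limit read from the data; inactive means activation under that limit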;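 further: 0% = zVAD with DMSO and 100% = DMSO alone without zVAD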
Rad51 HR inh: human RAD51 strand exchange inhibitors, primary screen, biochemical, fluorescence. DNA repair protein RAD51 homolog 1 (Homo sapiens), Q06609. hRad51 DNA strand exchange, fluorescence dequenching. inhibition, % at 10 µM. 200,000 tested, 0.085% active;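 active means inhibition above 40% at the single screening dose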;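 further: 0% = DMSO control wells and 100% = blanks with heterologous ssDNA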
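Test system – preformed human Rad51 ssDNA filaments · Reagent – Donor/quencher-labelled 47-bp dsDNA substrate · Incubation – 37 °C 15-min filament assembly, 30-min compound preincubation, 15-min exchange · Signal – FRET fluorescence dequenching, excitation 485 nm, emission 520 nm · Read-out – percent inhibition from fluorescence, normalised to plate control and blank means · Benchmarks – plate control and blank wells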
eIF4E 4G PPI: eIF4E–eIF4G protein interaction inhibitors, primary screen, biochemical, uHTS, TR-FRET, eIF4GI fragment. Eukaryotic translation initiation factor 4E (Mus musculus) + Eukaryotic translation …. TR-FRET eIF4E-eIF4GI(517-606) binding, 2 h. inhibition, % at 21.7 µM. 220,000 tested, 0.37% active;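 active means inhibition above about 30%, limit read from the data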;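 further: 0% = full FRET control wells and 100% = background wells lacking eIF4GI fragment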
PERK inh: block of dimerizer-induced PERK translation repression, primary screen, PERK inhibitor project, CHO PERK-DD cells, SEAP luminescence, HTS; CHO PERK-DD fusion, SEAP luminescence translation reporter; inhibition, % at 5.6 µM; 220,000 tested, 0.17% active;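 active means inhibition above the mean inhibition of all tested compounds plus 3 SD, set separately per screening campaign, cut at about 2.9% in these data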;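 further: PERK kinase domain activated by AP20187 dimerizer at 100 nM; 0% = DMSO with dimerizer and 100% = rapamycin at 8.4 µM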
EBV gp42 inh: Epstein-Barr virus gp42 inhibitors, primary screen, biochemical, uHTS, fluorescence polarization; Fluorescence polarization binding assay, mP read-out; Glycoprotein 42 (Epstein-Barr virus (strain AG876)), Q1HVG2; 220,000 tested, 0.42% active; inhibition, % (tested at 21.74 µM); in the data active means inhibition above about 50%
An asterisk follows results filed as active; i = inactive; / = no result given; [ ] = dose if it differs, or a comment. An unsorted share of the library; 3.6% or so of the library scored in one or more.

SMILES	TNF necrop inh	m-calpain inh	MDM2 E3 inh	KCC2 mod	zVAD death inh	Rad51 HR inh	eIF4E 4G PPI	PERK inh	EBV gp42 inh
COc1ccc(-c2noc(CN(C)CCC3CCCCO3)n2)cc1 (centres undefined)	0.5	-3.2	-3.9	0.391	-0.2	-18.9	0.4	0.9	12.3
CCCCn1cc(C(C)(C)C)c(C#N)c1NC(C)=O	0.0	-11.5	-19.1	1.75	0.6	-6.8	-6.1	0.4	-10.2
CCOc1ccc(OCCSc2nc(C)cc(=O)[nH]2)cc1	-0.4	-7.4	-16.4	0.253	-0.3	12.2	-8.2[fluorescence artefact?]	1.5	-7.1
COc1cccc2c(N/N=C/c3ccco3)cc(C)nc12	-0.8	-46.3	-8.5	-0.402	3.4	4.8	-1.3	0.4	-15.0
O=C(NC(=S)Nc1ccc(Cl)cc1)c1ccccc1	-4.6	-15.6	-6.4	76.3*	-1.4	11.7	2.5	1.1	-13.2
CC(C)CC(COCc1ccc(F)cc1)N1CCN(C(=O)c2cccc(C(F)(F)F)c2)CCC1=O (centres undefined)	2.7	1.2	/	-1.67	0.6	-3.7	2.0[fluorescence artefact?]	-0.5	1.9
N/C(=N\O)c1ccncc1	1.3	-14.3	-0.7	/	-0.2	11.1	-1.0	1.6	-11.3
O=C(CN1CCN(Cc2ccc(F)cc2Cl)C1=O)NCCCN1CCOCC1	0.3	-53.7	-5.5	0.854	-0.4	-10.2	-3.5	1.1	3.5
O=C(NC1CCCCCC1)C1CCC(CNS(=O)(=O)c2ccc(Br)s2)CC1 (centres undefined)	0.7	9.4	-4.7	-0.437	/	/	1.4[fluorescence artefact?]	0.5	1.0
O=C(NC(=S)Nc1ccc(Br)cn1)c1cccs1	0.7	-0.8	-6.8	7.67*	0.6	12.1	1.1	0.7	-10.4
CCOc1ccc(C2=Nn3c(nnc3-c3ccccn3)SC2)cc1	-6.6	23.7	-28.2	-0.759	-0.1	-6.5	-0.5[fluorescence artefact?]	0.0	-13.6
COc1ccc(F)cc1C(=O)C1CCCN(C(=O)CSc2ccccn2)C1 (centres undefined)	0.7	-26.8	-3.0	-2.1	-0.1	/	0.2	0.4	1.7
Cn1c(N)c(C(=O)COC(=O)[C@H](Cc2ccccc2)N2C(=O)c3ccccc3C2=O)c(=O)n(C)c1=O	2.6	-6.4	/	-0.356	-0.5	/	6.5	-1.9	-18.4
Nc1sc(-c2ccccc2)cc1C(=O)N/N=C/c1ccc(Cl)cc1	1.1	-10.8	-20.8	-0.713	0.5	-9.2	-2.5	0.6	-10.6
O=C(CCn1c(=O)oc2ccccc21)N(Cc1ccccc1)c1ccccn1	-1.5	-6.0	/	/	-1.1	1.8	2.0	-0.5	-9.6
COC(=O)c1cc(NC(=O)c2cccc(F)c2)cc(C(=O)OC)c1	-0.1	-9.9	15.9	-0.417	1.2	-1.5	-3.2	0.0	4.3
COC(=O)c1sccc1NC(=O)c1ccco1	-1.9	/	/	0.133	0.3	-2.7	/	0.0	/
CCn1c(SCC(=O)NC(C)c2ccccc2)nc2ccccc21 (centres undefined)	-0.8	19.9	-24.8	-0.95	0.2	-2.8	9.3	-1.7	-5.3
COc1ccc(/C=N\NC(=O)COc2ccccc2)c(C(=O)O)c1OC	0.4	11.4	-1.7	0.237	1.0	26.9	0.0[fluorescence artefact?]	0.2	13.9
N#Cc1c(Nc2ccccc2)s[nH]c1=O	-8.0	-12.5	-0.5	-1.46	-0.6	5.8	2.3	-0.1	-2.2
Cc1ccc(C)c(OCC(=O)Nc2ccc(N3CCOCC3)cc2)c1	2.4	1.6	-10.0	/	0.3	3.7	4.1	1.4	-6.4
O=C(N/N=C/c1ccc([N+](=O)[O-])o1)c1ccc(NS(=O)(=O)c2cccs2)cc1	-3.2	2.2	-7.1	-0.041	0.0	-2.0	-0.8	0.1	-3.3
CCCCNC(=O)CSc1nc2cc3c(cc2c(=O)n1CCCN(CC)CC)OCO3	1.7	-61.9	-2.5	0.193	-1.2	-1.4	1.8[fluorescence artefact?]	-0.5	-6.6
CC1=NN(Cc2ccccc2)C(=O)/C1=C\c1ccc(N(C)C)cc1	-0.8	-18.2	4.3	/	1.2	0.9	3.8	0.7	-54.7
Cc1ccc(-c2nnc3n2N=C(c2ccccc2)CS3)cc1	-2.3	19.0	-14.4	-0.466	1.6	4.7	0.7	0.8	-12.5

Overlap with the part before: 5 entries, followed by the next part.
SMILES	TNF necrop inh	m-calpain inh	MDM2 E3 inh	KCC2 mod	zVAD death inh	Rad51 HR inh	eIF4E 4G PPI	PERK inh	EBV gp42 inh
Cc1ccc(C)c(OCC(=O)Nc2ccc(N3CCOCC3)cc2)c1	2.4	1.6	-10.0	/	0.3	3.7	4.1	1.4	-6.4
O=C(N/N=C/c1ccc([N+](=O)[O-])o1)c1ccc(NS(=O)(=O)c2cccs2)cc1	-3.2	2.2	-7.1	-0.041	0.0	-2.0	-0.8	0.1	-3.3
CCCCNC(=O)CSc1nc2cc3c(cc2c(=O)n1CCCN(CC)CC)OCO3	1.7	-61.9	-2.5	0.193	-1.2	-1.4	1.8[fluorescence artefact?]	-0.5	-6.6
CC1=NN(Cc2ccccc2)C(=O)/C1=C\c1ccc(N(C)C)cc1	-0.8	-18.2	4.3	/	1.2	0.9	3.8	0.7	-54.7
Cc1ccc(-c2nnc3n2N=C(c2ccccc2)CS3)cc1	-2.3	19.0	-14.4	-0.466	1.6	4.7	0.7	0.8	-12.5
CCOC(=O)Nc1nn(-c2ccc(C)cc2)c(=O)c(C#N)c1C	1.2	-15.0	-2.6	-0.317	0.7	25.0	4.1	0.2	-10.6
COc1ccc2nc(C)cc(SCC(=O)N3CCCCC3)c2c1	6.7	-46.4	1.7	/	18.4	21.6	1.0	-1.1	-3.2
O=C(COC(=O)c1cnccn1)c1cccc([N+](=O)[O-])c1	-2.2	-16.5	-4.9	1.08	-0.2	/	4.5	2.1	-10.3
COc1ccccc1/C=N/NC(=O)C1=NNC(c2ccccc2)(c2ccccc2)C1	-0.4	-56.6	/	/	-0.1	/	-4.0	0.8	-21.5
CCCOc1ccc(N2C(=O)CC(N3CCN(C(=O)c4ccco4)CC3)C2=O)cc1 (centres undefined)	0.5	-8.1	1.4	0.866	0.2	-2.3	6.2	-0.7	-1.4
CCOC(=O)C(=O)Nc1nnc(C2CCCCC2)s1	0.5	-3.7	-15.1	0.042	0.7	-2.3	7.1	-1.1	-20.6
O=C(c1cccnc1)N(Cc1ccccc1)C1(C(=O)Nc2ccccc2)CCCCC1	1.3	5.9	3.2	-0.844	-0.4	-11.1	-1.9	-0.9	-2.7
O=C(c1ccc2c(c1)OCO2)N1CCNc2ccccc2C1	2.5	11.2	-2.6	0.0183	-0.2	-3.4	1.9	0.5	-16.7
Cc1ccc(C=C2C(Cl)=C(Cl)C(Cl)=C2Cl)cc1	-28.7	3.4	49.4*	0.00138	3.5	-3.1	9.1	1.5	-11.2
COCCCNC(=O)COc1ccc(Br)cc1Cl	1.3	-16.6	-7.9	0.143	1.4	-1.5	1.8	0.2	-21.0
CN(c1ccccc1)P(=O)(N(C)c1ccccc1)N(C)c1ccccc1	-2.0	0.5	8.1	0.801	-0.3	7.2	2.8	-0.6	-5.0
Cn1c(SCC(=O)N=Nc2c(O)[nH]c3ccccc23)nc2ccccc21	0.3	2.7	-4.5	-1.93	3.5	-8.4	3.3	-0.2	-1.2
O=C(CNS(=O)(=O)c1ccccc1)NCC(=O)OCc1ccccc1F	0.8	-2.4	-9.7	-0.431	1.0	-2.0	1.1	1.2	-26.0
O=C(Nc1cc(SCC(O)CO)cc([N+](=O)[O-])c1)c1ccc(-n2cnnn2)cc1 (centres undefined)	-1.0	-31.6	-10.5	0.322	0.8	19.9	-4.3	0.4	13.4
O=C(NNC(=O)C1CCCN(c2ncccn2)C1)c1ccc(F)cc1 (centres undefined)	-2.5	-32.0	-18.9	/	-0.3	/	3.3	0.1	-14.7
COC(=O)n1c(=O)oc2cc(S(=O)(=O)N3CCOCC3)ccc21	2.1	8.7	-12.1	-0.353	3.2	-4.0	-2.9	0.4	9.7
Fc1ccc(-c2nc3c(-c4ccc(Cl)cc4)cnn3cc2CCN2CCOCC2)cc1	0.8	-11.9	-19.5	0.125	1.1	/	-1.1	0.1	-8.5
CCCCN(C)CCNC(=O)c1ccc2c(c1)NC(=O)C(N1CCCCC1)S2 (centres undefined)	-8.2	/	-18.1	-0.383	0.4	-2.8	/	0.4	/
CCOc1ccc(NC(=O)CSc2nnc(Cn3cnc([N+](=O)[O-])n3)n2C)cc1	0.7	4.7	-15.1	1.39	1.1	-2.4	-0.1[fluorescence artefact?]	1.3	-14.0
CCc1cc(=O)oc2cc(OC(C)=O)cc(OC(C)=O)c12	1.0	i	-8.1	-0.214	-0.7	-6.7	2.9	0.2	-7.1
NC(=O)C1CCN(CC(=O)Nc2cccc(C(=O)Nc3cccc(C(F)(F)F)c3)c2)CC1	3.4	3.3	0.3	-0.0805	3.2	-1.7	1.9[fluorescence artefact?]	0.6	-6.8
Cc1ccc(-c2noc(CCC(=O)NCCN3CCc4ccccc4C3)n2)cc1	-2.2	11.0	-23.3	-0.172	0.2	2.3	-4.2	-0.8	-25.5
C/C(=N/NS(=O)(=O)c1ccccc1)c1ccc(NC(=O)C(F)(F)F)cc1	1.5	-2.3	-4.2	-0.0231	-0.7	6.1	-2.1	1.6	-18.9
Fc1ccc(C(c2nnnn2Cc2ccccc2)N2CCSCC2)cc1 (centres undefined)	-3.6	23.0	-15.8	-0.844	-0.4	3.5	-4.7[fluorescence artefact?]	-0.6	-4.5
O=C(O)CCCCC1CCSS1 (centres undefined)	1.6	-72.0	-12.7	0.0591	0.3	21.9	72.3*	1.0	101.8*
S=C1NCCOCCOCCOCCN1	-0.2	1.3	-3.8	-0.152	0.2	-4.0	12.2	1.1	-19.1
CCOC(=O)C1=C(C)N(C)C(=O)NC1c1c(C)nn(-c2ccc(C)cc2)c1Cl (centres undefined)	-3.3	14.4	-16.1	-0.0912	0.1	2.1	7.5[fluorescence artefact?]	-0.9	-4.1
COc1c(Cl)cc(Cl)cc1/C=C/C(=O)c1ccc(NC(=O)c2cccs2)cc1	-4.9	-77.8	10.2	-0.678	1.8	/	-3.9[fluorescence artefact?]	0.3	-7.4

Printed as active in EBV gp42 inh, among the entries above:
mol,m-calpain inh,MDM2 E3 inh,KCC2 mod,eIF4E 4G PPI,PERK inh,EBV gp42 inh
O=C(O)CCCCC1CCSS1 (centres undefined),-72.0,-12.7,0.0591,72.3*,1.0,101.8*
